Screening data as filed in PubChem.
Statin myotox sup – suppression of simvastatin myotoxicity | C2C12 myotubes + simvastatin, ATP luminescence, 48 h; scaled: DMSO 0, geranylgeraniol control 100 | rescue of ATP level, % at 7.49 µM | AID 602340 | 330,000 compounds, 0.78% hits;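 active = mean ATP rescue above about 67%, or every replicate alone reaching that limit, limit read from the data, passing the limit was not always enough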;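 also: myotubes were challenged with 10 µM simvastatin during compound exposure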
esBAF inh – blocks esBAF chromatin remodeling in mouse ES cells; Bmi1-luciferase knock-in reporter, 24 h; 100% = twice the neutral-well signal; reporter increase, % at 12.5 µM; 350,000 compounds, 2% hits; AID 602393; in the data active = activation above about 40%;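 also: 0% = median of the plate's neutral control wells and 100% = double that signal; a rise in the Bmi1 reporter signal indicates esBAF inhibition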
miR-122 sensor – blocks miR-122 activity in Huh7 sensor cells; Huh7 miR-122 Renilla luciferase sensor, 48 h; neutral wells = 0, positive control = 100; 340,000 compounds, 0.3% hits; activation (reporter increase), % at 12.5 µM;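 active = mean replicate activation score at least 90 and every replicate individually at or above 90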;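 also: higher luciferase means less miR-122 activity so hits act as miR-122 inhibitors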
Cneo AK release – causes C. neoformans cell lysis; adenylate kinase release luminescence, 4 h; normalised: neutral wells 0, clomiphene wells 100; lysis activity, % at 15 µM; 360,000 compounds, 0.2% hits;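 active = mean lysis activity across replicates of at least 80%, whatever share of replicates individually reach that level; inactive = mean lysis activity below 80%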
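Schedule: static 4 h at 37 °C with compound, 1 h detection; system: C. neoformans cells; benchmarks: Clomiphene as positive control; buffer or medium: fresh YPD medium; measure: luminescence rise reflecting yeast cell lysis; measured by: luminescent adenylate kinase detection reagent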
SIRT5 inh – blocks human SIRT5 desuccinylation of peptide; Q9NXA8; Purified SirT5, succinyl-peptide AMC, trypsin-coupled fluorescence; inhibition, % at 15 µM; 330,000 compounds, 1.1% hits; in the data active = inhibition above about 15%
Target sequence (Q9NXA8 whole entry, looked up): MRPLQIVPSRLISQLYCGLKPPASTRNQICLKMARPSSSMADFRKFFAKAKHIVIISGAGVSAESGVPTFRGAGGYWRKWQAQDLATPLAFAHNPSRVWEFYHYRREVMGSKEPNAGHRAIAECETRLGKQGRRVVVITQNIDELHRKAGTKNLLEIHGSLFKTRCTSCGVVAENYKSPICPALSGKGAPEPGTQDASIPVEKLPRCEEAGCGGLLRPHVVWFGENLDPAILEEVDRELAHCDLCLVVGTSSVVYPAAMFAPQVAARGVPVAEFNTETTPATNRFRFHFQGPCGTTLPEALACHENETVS
ERp5 inh – ERp5 (human) disulfide isomerase inhibition; 350,000 compounds, 0.05% hits; ERp5 insulin aggregation, absorbance 650 nm, 90 min; Q15084; inhibition, % at 9.99 µM;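 active = mean replicate inhibition above about 25%, with every replicate also reaching it, limit read from the data, passing the limit was not always enough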
Target sequence (Q15084 whole entry, looked up): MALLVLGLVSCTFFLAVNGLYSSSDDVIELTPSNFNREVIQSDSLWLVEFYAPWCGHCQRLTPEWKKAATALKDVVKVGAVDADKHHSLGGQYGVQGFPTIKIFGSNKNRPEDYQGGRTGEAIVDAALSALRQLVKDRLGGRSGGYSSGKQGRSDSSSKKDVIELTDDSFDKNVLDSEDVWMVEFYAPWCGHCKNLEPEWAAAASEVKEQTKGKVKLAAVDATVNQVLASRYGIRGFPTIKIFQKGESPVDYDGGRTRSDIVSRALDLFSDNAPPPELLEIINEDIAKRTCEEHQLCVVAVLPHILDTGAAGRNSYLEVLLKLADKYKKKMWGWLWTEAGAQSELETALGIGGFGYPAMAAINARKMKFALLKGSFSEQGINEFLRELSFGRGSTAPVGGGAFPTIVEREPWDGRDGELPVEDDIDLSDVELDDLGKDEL
ARNT TACC3 PPI – disrupts binding between human ARNT and TACC3 | Q9Y6A5 | AlphaScreen His-ARNT PAS-B/GST-TACC3 binding, luminescence; TACC3 fragment carries E629A point mutation | inhibition, % at 9.99 µM | 390,000 compounds, 0.66% hits;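 active = mean inhibition of replicates at least 50% and at least half of replicates each reaching 50%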;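 also: 0% = complete ARNT plus TACC3 wells and 100% = ARNT alone without TACC3; many hits fall short of the cut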
Numbers without * were called inactive; x = no result given; [ ] = remark or other dose.

SMILES | Statin myotox sup | esBAF inh | miR-122 sensor | Cneo AK release | SIRT5 inh | ERp5 inh | ARNT TACC3 PPI
COc1ccc(C(=O)NCc2ccc(-c3nc4ccccc4s3)cc2)cc1OC | x | 46.9* | 3.2 | -1.4 | x | x | -5.7
COc1cccc(S(=O)(=O)N(C)C[C@@H]2Oc3ncc(C#CCN(C)C)cc3C(=O)N([C@@H](C)CO)C[C@H]2C)c1 | 10.5 | -1.0 | -10.7[16.7 µM] | 0.2 | -6.0 | -1.3 | 4.2
CCOC(=O)N1CCC(NC(=O)C2CCCN(Cc3nc(-c4cccc(Cl)c4)oc3C)C2)CC1 (stereo not drawn) | -19.1 | -14.7 | 1.1 | 0.0 | 0.9 | 3.0 | 0.4
Cc1nc(NC2=NCN(Cc3cccnc3)CN2)nc2ccccc12 | 4.0 | -2.5 | 4.0 | -0.2 | x | x | -5.3
Cc1cccc(N(C(=O)CNC(=O)c2ccco2)C(C(=O)NCC2CCCO2)c2ccccc2)c1 (stereo not drawn) | x | x | x | x | 6.0 | 3.2 | -0.8
OCCNCCCCOc1cccc(Br)c1 | x | x | x | x | 1.8 | 5.8 | -3.1
COc1cccc(CCc2nnc(N)s2)c1 | 41.1 | -0.9 | 0.1 | -1.4 | 4.6 | 2.1 | -4.6
CC(=O)Nc1ccc(Oc2ccccc2)cc1 | -10.7 | 0.6 | 0.4 | -4.7 | 3.0 | 0.0 | -1.0
Cc1ccc(C(C(=O)NC2CCCCC2)N(C(=O)c2csnn2)C2CC2)cc1 (stereo not drawn) | 18.2 | 6.1 | x | 3.2 | -1.3 | 0.5 | -6.7
CCOC(=O)C1CCN(C(=O)COC(=O)C23CC4CC(CC(C4)C2)C3)CC1 | 0.7 | -3.2 | -14.5 | 2.1 | -1.2 | -5.5 | -4.1
Cc1oc(-c2ccccc2Cl)nc1CS(=O)CC(=O)NCc1cccs1 (stereo not drawn) | 18.0 | 6.2 | 16.8 | -0.5 | 1.6 | -4.1 | -2.4
CC(C)[C@@H]1C=C(C(=O)O)O[C@H](OCCCCO)C1 | 0.4 | 4.3 | -2.4 | 0.4 | x | -0.9 | 16.1
CCCC(=O)Nc1ccc2c(c1)C(=O)N(C)C[C@H](OC)[C@H](C)CN(C)[C@H](C)CO2 | 6.2 | -0.3 | 2.6[16.7 µM] | 19.5 | -1.9 | -1.1 | -2.3
O=C(N/N=C/c1cccc(Cl)c1)C(c1ccncc1)N1CCOCC1 (stereo not drawn) | x | x | x | 0.3 | 3.2 | 2.2 | -0.9
C[C@@H]1CN([C@H](C)CO)S(=O)(=O)c2ccc(/C=C/c3ccccc3)cc2O[C@@H]1CN(C)C(=O)C1CC1 | 7.6 | 3.7 | -14.0[16.7 µM] | 1.4 | 12.9 | 5.3 | 14.9
C[C@H]1CN([C@@H](C)CO)C(=O)c2cc(NS(=O)(=O)c3cn(C)cn3)ccc2O[C@@H]1CN(C)S(C)(=O)=O | 23.2 | -3.3 | 0.6[16.7 µM] | -0.9 | -4.0 | 5.3 | -9.2
COc1ccc(NS(=O)(=O)c2cccc(C(=O)OCC(=O)Nc3cc(C)on3)c2)cc1 | 16.0 | -9.7 | -2.7 | 0.9 | x | x | x
O=C(Cn1nc(C(=O)O)c2ccccc2c1=O)c1c[nH]c2ccccc12 | 0.3 | 4.5 | 2.9 | -4.8 | -3.9 | -4.0 | 32.1
CC(c1ccncc1)C(C)c1ccncc1 (stereo not drawn) | 4.6 | -1.0 | -2.2 | 1.8 | x | 1.4 | -3.7
COc1ccc([C@H]2CC(=O)C=C(c3cccc(Cl)c3O)C2)cc1OC | 28.5 | 2.7 | x | 0.2 | 1.5 | -1.3 | 10.1

Nothing new here: an excerpt of the list.
SMILES | Statin myotox sup | esBAF inh | miR-122 sensor | Cneo AK release | SIRT5 inh | ERp5 inh | ARNT TACC3 PPI
C[C@H]1CN([C@@H](C)CO)C(=O)c2cc(NS(=O)(=O)c3cn(C)cn3)ccc2O[C@@H]1CN(C)S(C)(=O)=O | 23.2 | -3.3 | 0.6[16.7 µM] | -0.9 | -4.0 | 5.3 | -9.2
COc1ccc(NS(=O)(=O)c2cccc(C(=O)OCC(=O)Nc3cc(C)on3)c2)cc1 | 16.0 | -9.7 | -2.7 | 0.9 | x | x | x
O=C(Cn1nc(C(=O)O)c2ccccc2c1=O)c1c[nH]c2ccccc12 | 0.3 | 4.5 | 2.9 | -4.8 | -3.9 | -4.0 | 32.1
CC(c1ccncc1)C(C)c1ccncc1 (stereo not drawn) | 4.6 | -1.0 | -2.2 | 1.8 | x | 1.4 | -3.7
COc1ccc([C@H]2CC(=O)C=C(c3cccc(Cl)c3O)C2)cc1OC | 28.5 | 2.7 | x | 0.2 | 1.5 | -1.3 | 10.1

Three compounds from above, sorted by the number in ARNT TACC3 PPI, falling.
smiles,ARNT TACC3 PPI
O=C(Cn1nc(C(=O)O)c2ccccc2c1=O)c1c[nH]c2ccccc12,32.1
Cc1cccc(N(C(=O)CNC(=O)c2ccco2)C(C(=O)NCC2CCCO2)c2ccccc2)c1 (stereo not drawn),-0.8
CC(=O)Nc1ccc(Oc2ccccc2)cc1,-1.0

New compounds follow
SMILES | Statin myotox sup | esBAF inh | miR-122 sensor | Cneo AK release | SIRT5 inh | ERp5 inh | ARNT TACC3 PPI
C[C@@H]1CCCCO[C@@H](CN(C)Cc2ccc(C(=O)O)cc2)[C@H](C)CN([C@@H](C)CO)C(=O)c2cc(NC(=O)Nc3ccc4c(c3)OCO4)ccc2O1 | x | -1.0 | 4.8[16.7 µM] | 0.3 | -4.3 | 0.6 | -4.9
Cn1cccc1Cc1nnc(SCC(=O)N2CCCCCC2)n1CCc1ccccc1 | -6.3 | 10.0 | 5.9 | 1.7 | -0.6 | 1.3 | 1.2
CCN1C(=NCc2ccc(OC)cc2)N[C@@H](c2ccccc2)[C@H](C(=O)OC)[C@H]1C | 1.2 | 8.3 | -0.2 | 0.2 | -5.2 | 5.6 | 1.5
CCN(CC)S(=O)(=O)c1cccc(C(=O)N/N=C2\CC(=O)CC(C)(C)C2)c1 | x | x | x | -0.3 | 1.9 | -5.4 | -8.4
O=C(Nc1ccccc1Oc1cccnc1)C1CCCN(Cc2ccc(F)cc2)C1 (stereo not drawn) | -12.9 | 1.7 | -0.2 | -0.6 | -0.7 | -2.5 | -0.2
Cc1ccc(S(=O)(=O)Nc2ccc3c(c2)ncn3C(C)(C)C)cc1 | -6.9 | 3.9 | 2.4 | -1.0 | x | x | -9.9
Cc1nn(-c2ccccc2)c2c1C(c1cccc([N+](=O)[O-])c1)N(c1ccccc1)C(=O)N2 (stereo not drawn) | 11.1 | 10.1 | -21.9 | -3.4 | x | x | 2.5
CCCS(=O)(=O)N1CCCC(C(=O)NCCN(CC)c2ccccc2)C1 (stereo not drawn) | -1.0 | -1.0 | 18.0 | x | x | x | -3.4
CN(C)Cc1c(C(=O)N/N=C/C2CC=CCC2)nnn1-c1nonc1N (stereo not drawn) | -1.3 | -1.1 | -1.9 | 0.1 | 1.5 | 4.7 | 7.2
COc1cc(S(=O)(=O)NCc2ccccn2)ccc1Cl | -4.4 | 4.5 | x | 0.8 | -4.9 | -1.7 | 24.8
COc1ccccc1CNC(=O)COC(=O)c1ccc(Cl)nc1 | -1.6 | 2.6 | -9.6 | 0.5 | -4.2 | -2.2 | -8.1
O=C(Nc1ccc2c(c1)[C@H]1C[C@@H](CC(=O)N3CCc4ccccc4C3)O[C@H](CO)[C@H]1O2)C1CCC1 | -5.5 | -2.8 | -0.3[16.7 µM] | 0.2 | x | -7.9 | -5.5
C[C@H](O)C#Cc1ccc2c(c1)O[C@H](CN(C)C(=O)C1CCC1)[C@H](C)CN([C@@H](C)CO)S2(=O)=O | 6.2 | -3.5 | 4.2[16.7 µM] | 47.1 | -1.8 | 5.3 | -3.2
O=C(COC(=O)Cn1cnc2ccccc21)Nc1ccccc1C(F)(F)F | 4.1 | 0.9 | -8.7 | -1.0 | 2.8 | -4.2 | x
COc1cccc(CN2C(=O)CCC2(C)C(=O)NC2CCCCC2)c1 (stereo not drawn) | 15.0 | -8.3 | 3.4 | -2.3 | 0.0 | 7.1 | 0.3
O=C(Nc1ccn(Cc2c(F)c(F)c(F)c(F)c2F)n1)c1ccc(COc2ccccc2Cl)cc1 | 34.7 | 2.3 | -5.9 | -4.3 | x | x | -22.9
COc1ccccc1S(=O)(=O)N[C@@H]1CC[C@@H](CCNC(=O)C2CCOCC2)O[C@H]1CO | -7.0 | -4.7 | x | -4.8 | 1.0 | -1.3 | -2.3
CNC(=O)C[C@@H]1CC[C@H]2[C@@H](COc3ccc(NC(=O)c4cscn4)cc3C(=O)N2C)O1 | 9.3 | 0.4 | 16.7[16.7 µM] | 2.5 | x | x | 2.5
CN1CCN(C(=O)C[C@H]2C[C@H]3c4cc(NC(=O)Nc5ccc(F)cc5)ccc4O[C@H]3[C@H](CO)O2)CC1 | 3.7 | -8.8 | -7.1[16.7 µM] | 16.4 | 1.1 | 0.3 | -4.4
Cc1ccc(S(=O)(=O)N2CCCC2C(=O)O)cc1 (stereo not drawn) | 5.5 | 1.4 | x | -0.3 | -0.1 | -2.4 | -2.3
CN(C)/C=C/C(=O)c1ccc([N+](=O)[O-])c(CS(=O)(=O)c2ccccc2)c1 | 0.4 | -3.0 | -1.9 | 2.4 | -0.8 | -12.7 | 14.2
CCC(CCC(=O)Nc1cccc([N+](=O)[O-])c1)C(=O)O (stereo not drawn) | 10.2 | -2.0 | -1.8 | -0.1 | 0.3 | 4.1 | -8.4
COC(=O)C[C@H]1C[C@@H]2c3cc(N)ccc3O[C@@H]2[C@H](CO)O1 | 0.7 | 0.1 | -0.3[16.7 µM] | -3.1 | 0.9 | -0.1 | 20.4
COc1ccc(-c2noc(CCC(=O)N3CCN(c4ccccc4Cl)CC3)n2)cc1 | 12.2 | 0.9 | -5.4 | 4.5 | -7.2 | 1.9 | -4.4
Nc1c(C(=O)NCc2ccccc2)sc2nc3c(cc12)C(=O)CCC3 | 11.1 | 33.0 | 1.8 | 0.9 | x | x | -11.6
COc1cc2c(cc1NC(=O)COC(=O)CNC(=O)c1ccccc1)oc1ccccc12 | x | x | x | x | -2.1 | 0.9 | -1.9
CCOc1nc(N2CCOCC2)nc(N2CCOCC2)n1 | x | x | x | -2.5 | -1.2 | -0.6 | -3.7
Cc1cc(NC(=O)CSCC(=O)Nc2ccccc2N2CCCCC2)no1 | 5.1 | -1.3 | x | 1.8 | -2.9 | -4.5 | 19.4
CCOC(=O)NC(Nc1cc(C)ccn1)(C(F)(F)F)C(F)(F)F | 5.3 | -1.1 | -5.1 | 0.7 | x | x | -6.2
COc1ccc2c(c1)nc(SCC(C)O)n2C (stereo not drawn) | x | x | 0.3 | 1.5 | x | x | -20.4
Cc1cccc(NC(=O)c2ccc(S(=O)(=O)N3CCCCC3)cc2)c1 | -4.9 | 2.6 | -5.0 | 2.3 | 2.5 | 14.2 | -0.3
COc1cccc(C(NC(C)=O)c2nc(-c3cnc4ccccc4c3)cs2)c1 (stereo not drawn) | 3.0 | -2.8 | -5.7 | 0.6 | 0.8 | -5.9 | x
CC(N=Cc1cc([N+](=O)[O-])ccc1O)c1ccccc1 (stereo not drawn) | 2.2 | 0.4 | -15.7 | -0.5 | 3.0 | 0.0 | x
CCOC(=O)C1=C(C)NC(=O)CC1c1ccccc1 (stereo not drawn) | 9.8 | 3.8 | 1.6 | 2.4 | x | x | -8.6
O=C(COc1cccc2c1CCNC2=O)NC1CCCCC1 | x | x | x | 1.6 | -0.1 | 0.1 | -2.7
CCn1c(=O)c2sccc2n2c(CCCC(=O)NCCc3ccc(S(N)(=O)=O)cc3)nnc12 | -1.8 | -2.7 | -4.2 | 0.3 | -0.6 | -3.1 | -2.2
Cc1ccc(CCNC(=O)C2CC(c3ccccc3[N+](=O)[O-])=NO2)cc1 (stereo not drawn) | 10.3 | -1.0 | -4.3 | -2.8 | -3.0 | 7.8 | 1.7
CCOC(=O)c1cnc(N2CCN(c3ccccc3)CC2)[nH]c1=O | 17.0 | -3.4 | -11.0 | 1.9 | -6.9 | -0.1 | -6.2
CN(c1ccccc1)S(=O)(=O)c1cc(C(=O)OCC(=O)N2CCN(C(=O)c3ccco3)CC2)ccc1Cl | x | x | x | x | 2.0 | -4.5 | -1.8
